From PubChem
USP8 block = human USP8 deubiquitinase inhibition. P40818. purified USP8, Ub-rhodamine cleavage fluorescence, 30 min. inhibition, % at 20 µM. actives 4.2% (n = 47,000)
USP10 inh = inhibitors of human USP10 deubiquitinase; purified USP10, Ub-rhodamine fluorescence, 60 min; Q14694; AID 1645856; actives 1.1% (n = 47,000); inhibition, % at 20 µM
USP7 inh = blocks human USP7 ubiquitin-rhodamine cleavage. purified USP7, Ub-rhodamine cleavage fluorescence. inhibition, % at 20 µM. actives 0.3% (n = 47,000)
UCHL1 inh = human UCHL1 deubiquitinase inhibition. P09936. purified UCHL1, Ub-rhodamine cleavage fluorescence. inhibition, % at 20 µM. actives 0.2% (n = 47,000). AID 1645859
USP28 inh = blocks human USP28 ubiquitin-rhodamine cleavage; purified USP28, Ub-rhodamine cleavage fluorescence, 30 min; inhibition, % at 25 µM; actives 3% (n = 47,000); Q96RU2; AID 1645857
USP17 block = inhibitors of human USP17 deubiquitinase; actives 6.5% (n = 47,000); AID 1645855; A8MUK1; purified USP17, Ub-rhodamine cleavage fluorescence, 3 h; inhibition, % at 50 µM
Target sequence (A8MUK1 whole entry, looked up): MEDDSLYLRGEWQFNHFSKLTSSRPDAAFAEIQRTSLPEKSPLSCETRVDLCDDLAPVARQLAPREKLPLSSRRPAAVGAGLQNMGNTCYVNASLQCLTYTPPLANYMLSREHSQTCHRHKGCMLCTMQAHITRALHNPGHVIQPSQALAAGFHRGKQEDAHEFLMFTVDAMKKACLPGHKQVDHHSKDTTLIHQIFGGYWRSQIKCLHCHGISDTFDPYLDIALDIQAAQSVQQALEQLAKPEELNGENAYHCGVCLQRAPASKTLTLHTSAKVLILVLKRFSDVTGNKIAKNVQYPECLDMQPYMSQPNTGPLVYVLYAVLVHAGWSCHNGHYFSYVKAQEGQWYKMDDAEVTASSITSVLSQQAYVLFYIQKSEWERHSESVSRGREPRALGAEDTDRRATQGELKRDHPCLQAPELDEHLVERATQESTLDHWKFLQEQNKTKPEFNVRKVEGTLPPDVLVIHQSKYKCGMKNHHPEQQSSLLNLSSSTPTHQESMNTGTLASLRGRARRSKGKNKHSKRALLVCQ
USP30 block = inhibitors of human USP30 deubiquitinase. purified USP30, Ub-rhodamine cleavage fluorescence. inhibition, % at 25 µM. Q70CQ3. actives 5.3% (n = 47,000). AID 1645860
OTUD3 block = inhibitors of human OTUD3 deubiquitinase; purified OTUD3, Ub-rhodamine fluorescence, 2 h; Q5T2D3; inhibition, % at 25 µM; AID 1645858; actives 0.7% (n = 47,000)
Target sequence (Q5T2D3 whole entry, looked up): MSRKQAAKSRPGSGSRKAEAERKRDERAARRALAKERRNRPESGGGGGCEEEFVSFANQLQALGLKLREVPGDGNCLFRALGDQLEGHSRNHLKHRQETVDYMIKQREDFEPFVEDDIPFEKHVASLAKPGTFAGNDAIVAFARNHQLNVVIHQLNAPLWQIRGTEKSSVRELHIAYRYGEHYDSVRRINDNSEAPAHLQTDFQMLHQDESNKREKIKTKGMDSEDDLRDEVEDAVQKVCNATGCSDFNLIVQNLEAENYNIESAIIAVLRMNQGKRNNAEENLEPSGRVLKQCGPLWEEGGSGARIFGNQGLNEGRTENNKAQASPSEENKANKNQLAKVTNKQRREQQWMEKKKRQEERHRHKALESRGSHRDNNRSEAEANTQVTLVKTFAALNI
The depositor's hits bear a star; / = no result given. Cut-off read from the data, not from the text of the source: active = inhibition above about 30%; inactive = the rest.

SMILES	USP8 block	USP10 inh	USP7 inh	UCHL1 inh	USP28 inh	USP17 block	USP30 block	OTUD3 block
COc1ccc(CCNC(=O)c2ccc3c(c2)SC2=NS(=O)(=O)CCN23)cc1	35*	8	3	-2	16	-3	-5	-19
c1ccc(-c2csc3nc(CN4CCOCC4)nc(NC4CCCc5ccccc54)c23)cc1 (stereo unspecified)	16	6	12	9	23	29	21	12
O=C(NC1(c2nn[nH]n2)CCCC1)c1ccccc1	11	-3	-1	0	-6	/	-12	-3
Cc1cc2n(n1)[C@@H](C(F)(F)F)C[C@@H](C1CCN(C(=O)C(C)C)CC1)N2	-173	0	-1	-2	-8	-24	-7	0
COC1CCC(C(=O)NC2CC(C)(C)Cc3nc(N4CCCC4)ncc32)CC1 (stereo unspecified)	-4	-7	-5	-4	-28	-31	-94	-21
CCCn1nccc1C(=O)N1[C@@H](CNC(C)=O)C[C@]2(C)[C@H]1CCCC[C@]2(C)O	8	1	4	0	7	2	19	6
O=C(Nc1ccc2c(c1)OCO2)C(Cc1cc(Cl)cc2c1OCOC2)C(=O)c1ccccc1 (stereo unspecified)	9	5	2	2	-4	0	2	1
O=C(Nc1cnc(N2CCOCC2)nc1)c1ccc(Cl)cc1	19	-4	-3	-3	25	14	-2	15
O=C(Cn1cc(C(=O)c2ccco2)c2ccccc21)NCc1cccnc1	7	0	-6	-2	-21	-8	-62	-13
CCc1nc2c(NC(=O)Cc3c(F)cccc3Cl)cccn2n1	-207	-7	-5	-3	4	-45	-32	0
Cc1ncc(-c2ccc(C)c(S(=O)(=O)Nc3cccc(C#N)c3)c2)o1	10	6	3	3	14	14	13	3
CC(NC(=O)Cc1ccccc1F)c1nc(-c2cccnc2)n[nH]1 (stereo unspecified)	10	2	6	3	3	7	12	3
Cn1ccnc1CN1CCOC[C@H]1c1ncc(-c2ccccc2)[nH]1	-15	-1	1	2	12	-26	5	11
COc1ccc(CN2CCCC(c3ncc(Cl)cc3S(C)(=O)=O)C2)cc1 (stereo unspecified)	-12	-1	-5	-3	-7	-8	2	-5
O=C(COc1ccc([N+](=O)[O-])cc1)c1c[nH]c2ccccc12	-50	-4	-11	-14	-57	-103	-226	-63
CC(=O)c1ccc(NS(=O)(=O)c2ccc3c(c2)OCC(=O)N3)cc1	14	2	2	2	9	7	19	4
Cc1sc(NC(=O)C2(c3ccc(Cl)cc3)CCC2)nc1-c1ccc2c(c1)CCN2C(=O)c1cccc(F)c1	-1	2	14	-1	-4	15	-87	-23
CC(=O)N1CCCCCC1C1CCN(Cc2nnnn2-c2ccccc2)CC1 (stereo unspecified)	-9	-3	-2	-2	-8	-8	-24	-1
CCN1CCc2cc(C(=O)NC)c(NCC3CC3)nc2CC1	-61	1	-6	-5	-11	-20	-12	-6
CCC(C)(C)NC(=O)C(c1ccc(F)cc1)N(Cc1cccc(OC)c1)C(=O)c1cnccn1 (stereo unspecified)	0	-1	-16	3	0	-10	1	-1

Fetched one by one from above (4):
SMILES	USP8 block	USP10 inh	USP7 inh	UCHL1 inh	USP28 inh	USP17 block	USP30 block	OTUD3 block
c1ccc(-c2csc3nc(CN4CCOCC4)nc(NC4CCCc5ccccc54)c23)cc1 (stereo unspecified)	16	6	12	9	23	29	21	12
CCN1CCc2cc(C(=O)NC)c(NCC3CC3)nc2CC1	-61	1	-6	-5	-11	-20	-12	-6
CC(=O)N1CCCCCC1C1CCN(Cc2nnnn2-c2ccccc2)CC1 (stereo unspecified)	-9	-3	-2	-2	-8	-8	-24	-1
CC(NC(=O)Cc1ccccc1F)c1nc(-c2cccnc2)n[nH]1 (stereo unspecified)	10	2	6	3	3	7	12	3

Next structures follow.
SMILES	USP8 block	USP10 inh	USP7 inh	UCHL1 inh	USP28 inh	USP17 block	USP30 block	OTUD3 block
CC(C)=CCc1cccc2c(C3=C(O)C(=O)C(c4c[nH]c5c(CC=C(C)C)cccc45)=C(O)C3=O)c[nH]c12	4	1	7	0	52*	72*	43*	31*
O=C(NCc1ccc(F)cc1)c1ccc(-c2ccccc2F)o1	17	6	6	5	28	23	17	14
CCOc1ccccc1CNC(=O)c1cc2oc3ccccc3c2n1C	-9	-8	2	-4	-4	-12	-43	0
COc1cccc(CNC(=O)N2CCN(C(C)=O)CC3(CC(=O)N(C)C3)C2)c1 (stereo unspecified)	-52	0	-2	-4	-6	-14	-1	0
COc1ccc(OC)c(NC(=O)Cn2cc(S(=O)(=O)Cc3ccccc3)c3ccccc32)c1	-19	1	-2	2	-2	14	-1	-6
CCOc1ccccc1N(CC(=O)NC1CCCCC1)C(=O)c1ccc2c(c1)OCCO2	0	4	-3	0	-5	0	13	2
O=C(CC1C(=O)N(CC2CCCO2)c2nc3ccccc3n21)Nc1ccc(F)cc1 (stereo unspecified)	-21	1	-31	3	4	-18	-7	3
N#Cc1cccc(C(=O)N2CC3CN(S(=O)(=O)c4ccccc4)CC(C2)O3)c1	2	2	2	2	-5	0	0	-4
COc1ccccc1C(=O)N/C(=C\c1ccccc1)C(=O)NCCc1c(C)[nH]c2ccccc12	-10	2	-4	0	3	2	9	-4
COc1cccc(-c2noc(N3CCCC(C)C3)n2)c1 (stereo unspecified)	16	2	-5	3	12	15	25	14
CCOc1ccccc1NC(=O)CSc1nnc2c3cc(-c4ccccc4)nn3ccn12	0	1	3	0	/	-4	/	-2
O=C(Cc1nnc(-c2ccccn2)o1)NCc1ccccc1Cl	-3	0	2	-3	-5	-1	-2	-6
CSc1nc(OCC(=O)c2ccccc2)c2c3c(sc2n1)COC(C)(C)C3	3	0	0	4	1	2	9	6
Cc1cc(-c2ccccc2)n(-c2cc(Nc3ccc(C)c(Cl)c3)ncn2)n1	1	2	-37	4	-3	-1	-20	-4
Cc1nc2c(c(=O)[nH]1)CC[C@@H]1CN(C(=O)c3ccc4c(c3)OCCO4)C[C@H]21	0	0	0	-1	-14	-9	-6	-6
Cc1cc(C)cc(NCC(=O)N2CCC(Cc3ccccc3)CC2)c1	6	8	10	5	-8	1	4	0
COc1ccccc1CNc1nnc(-c2nc(C3CC3)no2)c2ccccc12	14	7	1	8	23	7	34*	5
COc1ccc(CNC(=O)c2cc3c(=O)n(C)ccc3n2C)cc1	4	1	1	3	11	0	5	12
O=C(NCc1cccnc1)C1CCN(S(=O)(=O)c2ccc3c(c2)CCCC3)CC1	9	7	-2	3	11	7	34*	7
O=S(=O)(c1cccnc1)N1CCC(O)(CN2CCCC2)C1 (stereo unspecified)	10	0	4	2	12	16	21	8
COc1ccccc1CNC(=O)[C@H](C)N1C(=O)N2CCc3c([nH]c4ccccc34)[C@@]2(C)C1=O	-5	2	4	7	4	6	9	-2
O=S(=O)(c1ccc(F)cc1)N1CCC[C@@H](Cn2nnc(-c3ccncc3)n2)C1	0	0	0	-5	1	-2	-5	-7
Cc1nn(C)c(C)c1C1CCCN1C(=O)CCc1nc(C(C)C)no1 (stereo unspecified)	-11	-1	0	0	0	1	0	3
O=C(NC1CCCC1)C1CN(C(=O)c2cccc(F)c2)CC12CCOCC2 (stereo unspecified)	3	2	5	2	0	2	11	8
Cc1ccc(C(=O)Nc2ccc(C)n(CC(=O)N3CCN(c4ccccn4)CC3)c2=O)cc1	20	-2	1	2	16	/	-31	14
CCOc1ccccc1NC(=O)CC1C(=O)N(Cc2ccccn2)c2nc3ccccc3n21 (stereo unspecified)	-1	1	-34	0	1	-2	-1	1
COc1ccc(S(=O)(=O)Nc2ccc3nc(NC(C)=O)sc3c2)cc1OC	-2	-2	-5	-3	-4	0	-9	-9
COc1ccc2[nH]c(CN3CCOCC3c3ncc(C)[nH]3)cc2c1 (stereo unspecified)	-10	-6	-6	-6	-49	-38	-135	-35
CN1CCN(c2ncccn2)CC1c1nnc2ccc(C(=O)NC3CC3)cn12 (stereo unspecified)	-5	4	3	0	-14	1	11	0
Cn1c(=O)c2c(ncn2CCOc2ccc(F)cc2)n(C)c1=O	18	-1	2	3	33*	16	30	9
COc1ccc(N2CC(C(=O)OCC(=O)Nc3ccc(F)cc3)CC2=O)cc1 (stereo unspecified)	-14	0	0	-2	-2	-25	-7	-3
COc1ccc(NC(=O)Cn2cnc3scc(-c4ccc(OC)cc4)c3c2=O)cc1	-13	-4	-6	-11	1	45*	-63	11
CN(c1ccccc1)S(=O)(=O)c1ccc(N2CCCCS2(=O)=O)cc1	-23	3	0	-1	-7	-5	-15	-9
O=C(c1ccc2c(c1)N(Cc1ccccc1F)C(=O)c1ccccc1S2)N1CCCC1	8	1	0	2	13	11	15	-6
COc1ccccc1NC(=O)COc1cccc2c1OC(C)(C)C2	-13	2	-3	-2	-3	-4	-16	-2
C[C@@H]1CCC2[C@](C)(CO)[C@@H](O)CC[C@]2(C)[C@@]12CCC(C)(CO)O2 (stereo partly specified)	18	0	4	2	8	9	20	7
Cc1ccc(-n2c(=O)n(CC(=O)N3CCCCC3)c3cccnc32)cc1	-8	-9	-2	-6	-15	-15	-32	-11
CCOCCCNC(=O)C1(C)CCC(=O)N1c1cccc2ccccc12 (stereo unspecified)	2	-4	3	0	1	4	-8	4
CC(NC(=O)c1nc2n(n1)-c1ccccc1S(=O)(=O)N2)c1ccccc1 (stereo unspecified)	7	13	9	2	9	10	7	8
COc1cccc(NC(=O)C(OC(=O)c2ccc3ccccc3n2)c2ccccc2)c1 (stereo unspecified)	-13	-6	4	-4	-20	-42	-84	-14

Among those listed so far, nine contain an NH in an aromatic ring:
SMILES	USP8 block	USP10 inh	USP7 inh	UCHL1 inh	USP28 inh	USP17 block	USP30 block	OTUD3 block
O=C(NC1(c2nn[nH]n2)CCCC1)c1ccccc1	11	-3	-1	0	-6	/	-12	-3
CC(NC(=O)Cc1ccccc1F)c1nc(-c2cccnc2)n[nH]1 (stereo unspecified)	10	2	6	3	3	7	12	3
Cn1ccnc1CN1CCOC[C@H]1c1ncc(-c2ccccc2)[nH]1	-15	-1	1	2	12	-26	5	11
O=C(COc1ccc([N+](=O)[O-])cc1)c1c[nH]c2ccccc12	-50	-4	-11	-14	-57	-103	-226	-63
CC(C)=CCc1cccc2c(C3=C(O)C(=O)C(c4c[nH]c5c(CC=C(C)C)cccc45)=C(O)C3=O)c[nH]c12	4	1	7	0	52*	72*	43*	31*
COc1ccccc1C(=O)N/C(=C\c1ccccc1)C(=O)NCCc1c(C)[nH]c2ccccc12	-10	2	-4	0	3	2	9	-4
Cc1nc2c(c(=O)[nH]1)CC[C@@H]1CN(C(=O)c3ccc4c(c3)OCCO4)C[C@H]21	0	0	0	-1	-14	-9	-6	-6
COc1ccccc1CNC(=O)[C@H](C)N1C(=O)N2CCc3c([nH]c4ccccc34)[C@@]2(C)C1=O	-5	2	4	7	4	6	9	-2
COc1ccc2[nH]c(CN3CCOCC3c3ncc(C)[nH]3)cc2c1 (stereo unspecified)	-10	-6	-6	-6	-49	-38	-135	-35

The main list resumes, repeating the 2 entries before the break.
SMILES	USP8 block	USP10 inh	USP7 inh	UCHL1 inh	USP28 inh	USP17 block	USP30 block	OTUD3 block
CC(NC(=O)c1nc2n(n1)-c1ccccc1S(=O)(=O)N2)c1ccccc1 (stereo unspecified)	7	13	9	2	9	10	7	8
COc1cccc(NC(=O)C(OC(=O)c2ccc3ccccc3n2)c2ccccc2)c1 (stereo unspecified)	-13	-6	4	-4	-20	-42	-84	-14
O=C(CCc1nnc2ccc(N3CCCC3)nn12)N1CC=C(c2ccccc2)CC1	0	-1	-3	2	8	2	13	4
O=C(CCO)N1C[C@@H]2CCN(C(=O)c3ccco3)[C@@H]2C1	-54	0	5	0	6	-3	4	10
O=C(Nc1sc2c(c1C(=O)NCc1cccnc1)CCCC2)c1csnn1	-17	12	5	7	38*	49*	11	16
O=C(Cn1c(=O)c2c(ncn2C2CCCC2)n(Cc2ccccc2)c1=O)NCc1ccccc1Cl	14	0	-16	-1	0	11	-57	0
COc1ccc2ccccc2c1S(=O)N1CCN(Cc2ccccc2)CC1 (stereo unspecified)	-82	-2	-2	-4	-10	-17	-8	-7
